Screens deposited in PubChem by several laboratories.
GPR55 antagonists = GPR55 antagonists blocking LPI-driven arrestin recruitment, primary screen, imaging, U2OS, beta-arrestin-GFP, LPI agonist (AID 2013); G-protein coupled receptor 55 (Homo sapiens); U2OS GPR55 beta-arrestin-GFP translocation imaging, LPI antagonism; higher % means a stronger effect; inhibition, % at 10 µM, or IC50 in µM where a hit was titrated; actives 0.13% (n = 290,000);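 active = spots per cell inhibited over 60%, with over 100 cells counted and total cytoplasm intensity under 500,000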;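 note: U2OS cells stably carrying GPR55 and arrestin-GFP stimulated by 5 µM LPI near EC80; imaged beta-arrestin-GFP aggregate spots per cell after agonist stimulation; plate controls were LPI-stimulated DMSO wells for no effect and DMSO wells without LPI for full effect; some results filed as inactive read as strong as hits; confirmed hits need IC50 under 10 µM and bright autofluorescent wells are also inconclusive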
MgcRacGAP inhibition = MgcRacGAP GTPase-activating activity inhibitors, confirmation, biochemical, ADP Hunter fluorescence; Rac GTPase-activating protein 1 (Homo sapiens); MgcRacGAP-stimulated Rac1 GTP hydrolysis, ADP Hunter fluorescence; higher % means a stronger effect; GST-tagged Rac1 F28L mutant substrate; inhibition, % at 30 µM; hits with a dose series show IC50 in µM; actives 0.6% (n = 340,000);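 active = first-screen hits whose inhibition reached a set limit at any dose in the follow-up dose series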;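 note: fluorescence reports GDP produced by GAP-driven GTP hydrolysis; strong numbers were not always called active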
KOR beta-arrestin-1 = KOR agonists, beta-arrestin recruitment, primary screen, cell-based, luminescence, uHTS (AID 1777). KOR beta-arrestin recruitment, luminescence; higher % means a stronger effect. Kappa-type opioid receptor (Homo sapiens). actives 0.02% (n = 280,000). one-dose activation, % at 10 µM; EC50 in µM for titrated hits; in the data active = activation above about 50%, passing the limit was not always enough; note: a part of the inactive calls stands beside numbers as strong as those of hits
NOD1 inhibition = NOD1 signaling inhibitors, primary screen, cell-based, luminescence, uHTS (AID 1578). NOD1-driven NF-kB luciferase reporter cells, luminescence; higher % means a stronger effect. one-dose inhibition, % at 4 µM; EC50 in µM for titrated hits. actives 1% (n = 290,000); in the data active = inhibition mostly above about 36%, no sharp cut-off; inactive = mostly below about 34%;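 note: HEK-293T reporter cells stimulated with the NOD1 agonist gamma-tri-DAP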
HIV fusion peptide = inhibitors of HIV fusion peptide binding, primary screen, biochemical, uHTS, fluorescence dequenching (AID 1986). cell-free peptide binding, fluorescence dequenching, 30 min; higher % means a stronger effect. inhibition, % at 20 µM; hits with a dose series show IC50 in µM. actives 0.3% (n = 290,000); in the data active = inhibition mostly above about 52%, no sharp cut-off; inactive = mostly below about 76%; note: some results filed as inactive read as strong as hits
KOR beta-arrestin-2 = KOR antagonists, beta-arrestin recruitment, cell-based, luminescence, uHTS (AID 1778); one-dose inhibition, % at 10 µM; IC50 in µM for titrated hits; KOR beta-arrestin recruitment, luminescence, antagonist mode; higher % means a stronger effect; actives 0.091% (n = 290,000); Kappa-type opioid receptor (Homo sapiens); note: strong numbers were not always called active
NOD2 inhibition = NOD2 signaling inhibitors, cell-based, luminescence, uHTS, HEK293 (AID 1566); inhibition, % at 4 µM, or EC50 in µM where a hit was titrated; actives 0.63% (n = 290,000); HEK293 NOD2/NF-kB luciferase reporter, luminescence; higher % means a stronger effect; note: many of its hits are not listed in these tables
Large T inhibition = SV40 large T antigen inhibitors, biochemical (AID 1903). SV40 large T antigen ATPase/helicase inhibition assay; higher % means a stronger effect. inhibition, % at 20 µM, or IC50 in µM where a hit was titrated. actives 0.39% (n = 310,000); in the data active = a potency from the dose series; note: strong numbers were not always called active
GPR55 activation = GPR55 agonists via beta-arrestin recruitment, primary screen, imaging, U2OS cells, beta-arrestin-GFP redistribution (AID 1961). G-protein coupled receptor 55 (Homo sapiens). U2OS GPR55 beta-arrestin-GFP redistribution imaging; higher % means a stronger effect. activation, % at 10 µM, or EC50 in µM where a hit was titrated. actives 0.048% (n = 290,000);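 active = activation above 40% with more than 50 cells counted in the well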;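 note: U2OS osteosarcoma cells stably expressing GPR55 and beta-arrestin-GFP; plate controls were DMSO negative control for no effect and LPI positive control for full effect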
* hit, by the source's call; nt = no result given; [ ] = dose if it differs, or a comment. Cut-off read from the data, not from the text of the source, unless noted: active = inhibition above about 50%; inactive = the rest. An excerpt; rates above refer to the full screens.

Values run as follows: GPR55 antagonists	MgcRacGAP inhibition	KOR beta-arrestin-1	NOD1 inhibition	HIV fusion peptide	KOR beta-arrestin-2	NOD2 inhibition	Large T inhibition	GPR55 activation
CSc1nc(N)nc(C2CC2)n1
  6%	8%	-2.8%	-10%	1.0%	24%	1%	1%	0.1%
C/C(=N\OCC(=O)Nn1c(C)nc2ccccc2c1=O)c1cccs1
  11%	9%	1.9%	-8%	-1.5%	28%	9%	-1%	-0.1%
COc1ccccc1CN1CC(C(=O)NC2CCOCC2)CCC1=O (stereo not drawn)
  2%	7%	3.5%	-15%	0.4%	-13%	13%	-1%	0.9%
C/C(CCc1ccccc1)=N\NC(=O)COc1ccccc1C
  8%	6%	-0.2%	-16%	-0.6%	-10%	19%	11%	0.1%
CCn1cc(C(=O)O)c(=O)c2cnc(N3CCN(C(=S)NC(=O)c4ccc(Cl)cc4Cl)CC3)nc21
  18%	-3%	-3.3%	-15%	1.7%	7%	15%	3%	0.0%
COc1cc(NC(=O)Cn2nc(C(F)(F)F)c3c2CCCC3)cc(OC)c1OC
  0%	10%	-2.3%	7%	-0.4%	-2%	21%	10%	-0.2%
Cc1ccc(OCC(=O)Nc2ccc(NC(=O)c3cccs3)cc2)c(C)c1
  1%	3%	-2.3%	6%	0.4%	-13%	15%	8%	-0.2%
Cc1cccc(OCC(=O)N/N=C/CC(C)c2ccccc2)c1C (stereo not drawn)
  -4%	3%	8.4%	-20%	-0.6%	-20%	11%	7%	-0.2%
Cc1[nH]c(C)c(S(=O)(=O)N2CCN(c3ccc(Cl)cc3)CC2)c1C(=O)N1CCCC1
  2%	2%	-0.4%	-13%	-1.4%	-10%	21%	13%	-0.1%
COc1ccc(-c2nc(C#N)c(N3CCC(C(N)=O)CC3)o2)cc1
  11%	-7%	0.5%	0%	15%	-5%	12%	10%	0.2%
O=C(CN1CCOCC1)N/N=C/c1cc2ccccc2nc1Cl
  6%	10%	-2.6%	-1%	0.6%	-24%	8%	-8%	-0.3%
COc1ccccc1N1C(=O)CC(N2CCN(c3ccc(F)cc3)CC2)C1=O (stereo not drawn)
  -10%	-3%	6.6%	44%	-0.2%	-38%[20 µM]	10%	5%	0.3%
Cc1c(NC(=S)NC(=O)C(C)(C)C)c(=O)n(-c2ccccc2)n1C
  14%	5%	9.3%	-19%	-1.7%	-15%	8%	3%	0.4%
Cc1cc(C)n2nc(SCc3nnc(SCc4ccccc4)s3)nc2n1
  -2%	14%	0.2%	-19%	0.8%	-5%	-11%	14%	-0.1%
Cc1ccc(C(=O)O/N=C/c2ccc(N(C)C)cc2)cc1
  0%	3%	0.6%	-22%	-0.9%	-24%	-5%	11%	-0.2%
CCCCC(=O)Nc1nnc(-c2ccc(OC)cc2)s1
  4%	13%	0.9%	4%	-1.2%	-29%	-16%	2%	-0.2%
C/C(=N\NC(=O)C1CCCN(S(=O)(=O)c2ccccc2)C1)c1ccccn1 (stereo not drawn)
  13%	12%	-4.0%	41%	-0.2%	-31%	10%	4%	-0.3%
COc1ccc(NC(=O)OCCN2CCN(Cc3ccccc3)CCC2=O)cc1
  1%	6%	-1.0%	1%	-0.6%	2%	2%	6%	-0.2%
CN(C)CCn1c(=O)n(Cc2ccccc2)c(=O)c2c3c(sc21)CCCCC3
  -5%	12%	-1.9%	-9%	-0.9%	8%	13%	1%	-0.1%
Cc1cnc(C(=O)Nc2nnc(C3CC3)s2)cn1
  nt	7%	1.6%	-1%	-1.7%	-1%	-2%	6%	0.0%
Cc1cc(=O)[nH]c(SCC(=O)N2CCCc3ccccc32)n1
  7%	5%	-2.8%	-21%	-0.6%	11%	3%	0%	0.3%
Cc1nnc(Cn2cnc3c2c(=O)n(C)c(=O)n3C)o1
  -1%	6%	-2.4%	-63%	0.7%	-9%	-10%	1%	-0.2%
O=C(CSCCO)Nc1cc(C(F)(F)F)ccc1Cl
  3%	11%	0.9%	-16%	0.3%	23%	6%	5%	0.0%
O=C1NC2(CCCc3ccccc32)C(=O)N1CCOc1ccc(Br)cc1 (stereo not drawn)
  -10%	2%	-9.1%	2%	-3.3%	-51%	8%	6%	-0.1%
CCC(=O)N(CCC1(C(C)C)CCOC(C)(C)C1)Cc1ccco1 (stereo not drawn)
  18%	8%	1.7%	-26%	0.8%	-7%	-8%	3%	0.2%
CC(C)(C)NC(=S)NCc1ccc2c(c1)OCO2
  5%	5%	1.1%	-5%	-0.8%	nt	-20%	8%	1.0%
COc1ccc(-c2noc(-c3ccco3)n2)cc1OC
  9%	7%	4.0%	-29%	2.9%	-3%	-67%	4%	-0.1%
COc1ccc(OC)c(C2C(C(=O)c3cccs3)=C(O)C(=O)N2CCN(C)C)c1 (stereo not drawn)
  0%	4%	1.6%	-14%	-0.6%	-20%	-2%	18%	-0.1%
CCCCC1=CC2=C(c3ccco3)C(=O)C(C)(OC(=O)c3ccc(OC)cc3)C(=O)C2=CN1Cc1ccc2c(c1)OCO2 (stereo not drawn)
  4%	0%	2.2%	0%	32%	41%	-3%	29%	-0.1%
CCc1nnc(NC(=O)c2cc(C)oc2C)s1
  -1%	8%	5.0%	-86%	-1.4%	-5%	-48%	17%	-0.2%
Cc1ccc(CN2CCN(Cc3ccc(O)cc3)CC2CCO)o1 (stereo not drawn)
  -4%	9%	-0.1%	-29%	0.1%	9%	11%	3%	0.1%
CN(CC(=O)Nc1ccc(C(N)=O)cc1)CC(=O)Nc1ccccc1Br
  8%	-43%	6.9%	-10%	0.7%	2%	6%	7%	-0.2%
CSc1nc(-c2ccccc2)nc(N)c1C(C)=O
  -7%	nt	2.4%	-16%	-0.5%	-7%	-11%	3%	-0.1%
Cc1ccc(SCC(=O)Nc2cccc(-c3nnc(-c4ccco4)o3)c2)cc1
  23%	15%	-4.2%	-19%	-0.3%	8%	-21%	1%	-0.2%
O=C(NCc1ccco1)c1cc(S(=O)(=O)N2CCOCC2)ccc1Cl
  7%	7%	-4.1%	0%	5.2%	-25%	4%	13%	0.3%
NC(=O)NCCC1=CCCCC1
  -9%	3%	-3.5%	21%	-0.7%	-10%	11%	-2%	-0.1%
COc1ccc([N+](=O)[O-])cc1N(CC(=O)N1CCCCC1)S(C)(=O)=O
  -5%	-2%	-4.8%	-22%	-0.4%	-14%	-5%	3%	-0.2%
COc1ccc(-c2cc(C(=O)N3CCN(c4ccccc4)CC3)no2)cc1
  18%	4%	3.1%	-56%	-0.7%	-48%	-35%	4%	-0.2%
COCCCn1c(=N)c(C(=O)NC2CCCCC2)cc2c(=O)n3ccccc3nc21
  6%	16%	0.5%	-8%	1.3%	-16%	11%	3%	0.1%
Cc1cc(C(=O)COC(=O)c2nc3nccc(C)n3n2)c(C)n1CC1CCCO1 (stereo not drawn)
  87%	-1%	-2.4%	-24%	-2.4%	1%	-7%	5%	-0.4%
CSc1nnc(-c2cc3c(s2)-c2ccccc2CC3)o1
  24%	6%	-2.2%	-24%	1.7%	-12%	-33%	16%	0.0%
CC(=O)Oc1ccc2cc(-c3ccccc3)c(=O)oc2c1
  6%	nt	0.9%	0%	1.4%	19%	-47%	5%	0.8%
O=[N+]([O-])c1cccc(CSc2nnc3ccccn23)c1
  5%	2%	-1.1%	-22%	-0.9%	-6%	14%	8%	0.0%
COc1ccc(C(=O)NC(=S)Nc2ccccc2N2CCOCC2)cc1Br
  0%	9%	6.4%	-20%	0.1%	nt	10%	12%	0.1%
COc1ccc(C)cc1NC(=O)CSc1nc2scc(C)c2c(=O)[nH]1
  -13%	2%	5.5%	-28%	3.3%	-30%	5%	1%	-0.2%
COc1cc(CN2CCCC(CO)(Cc3ccccc3F)C2)ccc1O (stereo not drawn)
  -7%	10%	4.4%	-17%	0.3%	-33%[20 µM]	1%	8%	0.2%
CN(CC(=O)c1c(N)n(C)c(=O)n(C)c1=O)c1ccccc1
  -10%	11%	3.9%	-32%	-0.5%	-46%[20 µM]	-12%	12%	-0.1%
COc1ccc(NC(=O)c2cc3c(=O)n4ccccc4nc3n2C)cc1OC
  13%	5%	-1.5%	-8%	0.3%	12%	-6%	5%	-0.6%
O=c1c2ccccc2nnn1Cc1ccc(F)cc1
  1%	1%	-0.3%	-28%	-0.5%	-9%	10%	8%	-0.2%
O=C(CCc1nc(-c2ccccc2Cl)no1)NC1CCCC1
  6%	13%	-0.8%	3%	0.2%	6%	5%	10%	0.0%

(more compounds)
Values run as follows: GPR55 antagonists	MgcRacGAP inhibition	KOR beta-arrestin-1	NOD1 inhibition	HIV fusion peptide	KOR beta-arrestin-2	NOD2 inhibition	Large T inhibition	GPR55 activation
O=C1c2ccccc2C(=O)N1Cc1ccc2c(c1)OCO2
  10%	3%	1.4%	1%	-0.9%	-10%	19%	2%	-0.1%
O=C1c2ccccc2C(=O)N1CCCCSc1nnc(-c2ccc(OC(F)F)cc2)o1
  5%	-2%	-5.3%	0%	-2.7%	4%	13%	1%	-0.1%
CC1CCN(CC(=O)Nc2ccccc2C#N)CC1
  5%	2%	0.8%	-6%	0.4%	-24%	-1%	1%	-0.1%
Cc1cc(C)c[n+](-c2nc([O-])sc2C=O)c1
  20%	10%	-1.5%	3%	0.6%	17%	18%	-5%	0.0%
CCOc1ccccc1C(=O)NN1C(=O)CCC1=O
  -6%	-4%	-2.5%	-2%	-2.8%	-37%	9%	4%	1.0%
COc1cc2c(cc1OC)CN(C(=S)NC(=O)c1ccccc1)CC2
  17%	4%	nt	-35%	0.6%	-29%[20 µM]	13%	1%	0.3%
CCC(=NCCN1CCNCC1)C1=C(O)CC(C)(C)CC1=O
  19%	-1%	0.4%	6%	-0.9%	-13%	-2%	6%	-0.1%
O=C1OC(/C=C/c2ccc(Cl)cc2)=NC/1=C/c1ccco1
  9%	16%	1.9%	-21%	56%*	21%	18%	18%	0.1%
COCCN1C(=O)C(=O)/C(=C(/O)c2ccc(OC(C)C)cc2)C1c1cccnc1 (stereo not drawn)
  12%	-1%	-3.4%	-8%	0.0%	20%	14%	-2%	-0.1%
C=CCNC(=S)NNC(=O)c1ccncc1
  1%	6%	-0.3%	-8%	-1.2%	17%	3%	22%	-0.2%
Cc1ccccc1C(=O)NC(=S)Nc1ccc(S(=O)(=O)N(C)c2ccccc2)cc1
  6%	7%	-0.2%	-1%	17%	6%	-7%	18%	0.1%

Two records drawn at random from the list so far, as already listed:
Values run as follows: GPR55 antagonists	MgcRacGAP inhibition	KOR beta-arrestin-1	NOD1 inhibition	HIV fusion peptide	KOR beta-arrestin-2	NOD2 inhibition	Large T inhibition	GPR55 activation
O=C1OC(/C=C/c2ccc(Cl)cc2)=NC/1=C/c1ccco1
  9%	16%	1.9%	-21%	56%*	21%	18%	18%	0.1%
O=C1c2ccccc2C(=O)N1Cc1ccc2c(c1)OCO2
  10%	3%	1.4%	1%	-0.9%	-10%	19%	2%	-0.1%
